# TDP1 cell noCPT: qHTS for Inhibitors of human tyrosyl-DNA phosphodiesterase 1 (TDP1): qHTS in cells in absence of CPT; 420,000 compounds, 15% hits; Potency, µM (doses to about 46.2 µM), inactives show at the top dose activity change, negative = growth inhibition, hits mostly inhibitors; DT40 Tdp1-/- hTDP1 cells, no CPT, ATP luminescence, 48 h; AID 686978, 2013; also: nearly all actives have a fitted effect of over 55% in size
#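 Growth kinetics read by CellTiter-Glo luminescence after ≥48 hr at 37 °C. Cells: DT40 Tdp1-/- stably carrying human TDP1, 400 per well, compound exposure in the absence of CPT (DMSO vehicle).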
# TDP1 inh: blocks human tyrosyl-DNA phosphodiesterase 1 | Potency, µM (doses to about 130 µM), for inactives: at the top dose activity change, negative = inhibition, hits mostly inhibitors | 350,000 compounds, 0.28% hits | Q9NUW8 | recombinant TDP1, AlphaScreen DNA substrate cleavage; also: nearly all actives have a fitted effect of over 40% in size
# Target sequence (Q9NUW8 whole entry, looked up): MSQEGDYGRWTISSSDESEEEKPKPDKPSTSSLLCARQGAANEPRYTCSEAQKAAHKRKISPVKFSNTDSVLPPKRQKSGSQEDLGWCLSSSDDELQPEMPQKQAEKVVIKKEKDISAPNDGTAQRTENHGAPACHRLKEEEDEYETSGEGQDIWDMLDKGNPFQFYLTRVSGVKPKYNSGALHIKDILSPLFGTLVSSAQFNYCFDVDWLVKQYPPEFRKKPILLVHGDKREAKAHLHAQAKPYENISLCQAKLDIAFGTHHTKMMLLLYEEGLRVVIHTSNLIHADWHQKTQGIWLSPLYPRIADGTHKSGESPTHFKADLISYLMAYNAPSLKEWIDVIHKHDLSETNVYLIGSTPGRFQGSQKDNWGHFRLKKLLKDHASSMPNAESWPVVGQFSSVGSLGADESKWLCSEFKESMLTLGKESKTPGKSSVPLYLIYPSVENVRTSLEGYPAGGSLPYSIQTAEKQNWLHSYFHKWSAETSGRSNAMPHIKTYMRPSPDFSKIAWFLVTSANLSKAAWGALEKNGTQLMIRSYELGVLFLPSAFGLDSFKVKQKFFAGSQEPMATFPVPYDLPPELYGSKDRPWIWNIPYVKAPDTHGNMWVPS
#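 Signal: AlphaScreen proximity between streptavidin donor and anti-FITC acceptor beads on intact substrate. Reaction: Tdp1 1 nM, substrate 15 nM final, 5 min RT after 15 min compound preincubation.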
# DT40 TDP1 CPT: growth inhibition of DT40 Tdp1-/-;hTDP1 cells with camptothecin (screen for TDP1 inhibitors); chicken DT40 Tdp1-/-;hTDP1 cells + 20 nM CPT, ATP luminescence, 48 h; Potency, µM (titrated, usually from 46.2 µM), inactives show at the top dose activity change, negative = growth inhibition, hits mostly inhibitors; 420,000 compounds, 12% hits; AID 686979; also: nearly all actives have a fitted effect of over 55% in size
#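 Chicken DT40 Tdp1-/- cells stably complemented with human TDP1 were seeded at 400 cells/well in medium containing 20 nM camptothecin, exposed to pin-transferred compounds, and grown at 37 °C for at least 48 hr. Viability was read as ATP luminescence.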
# * = called active by the depositor; ? = inconclusive; / = not tested or not shown; & = joins results of further samples; [ ] = another dose, or the depositor's remark. Calls follow the shape of the dose curve; as a rule, active = well fitted curve in the direction sought with a large enough effect; inconclusive = small, poorly fitted or top-dose-only effect, or another doubt; inactive = no such curve, though single readings can be large; an effect the other way counts as inactive or inconclusive. % is scaled to controls: 0 for no effect and ±100 for the full control effect; potency is read from the fitted curve at half-maximal effect.
SMILES,TDP1 cell noCPT,TDP1 inh,DT40 TDP1 CPT
COc1ccc(NC(=O)CCNS(=O)(=O)c2cccc3nonc23)cc1,3.2%&-7.3%,-7.7%&2.9%,15.2%&-16.0%
Cc1cccn2c(=O)c3cc(C(=O)NCc4ccco4)c(=N)n(C4CCCCC4)c3nc12,?,/,?
CCCNc1nc2c(c(=O)[nH]c(=O)n2C)n1CCOc1ccccc1,-29.9%,/,?
CCC(Sc1nnc(C)n2c1cc1occc12)C(=O)Nc1ccccc1OC (stereo not given),20.6µM*,7.7%,?
O=C(OCc1c(Cl)cccc1Cl)c1ccncc1,-28.6%,-1.8%,-12.0%
Cc1ccc(NC(=O)c2ccc(NCCN)c([N+](=O)[O-])c2)cc1,?,6.7%,?
S=C(NC1CC1)N1CCCc2ccccc21,11.4%,1.5%,-6.4%
CCOP(=O)(OCC)C(NC(=O)Nc1ccc(C)cc1)C(N)=O (stereo not given),-22.8%,2.9%,16.8%
COC(C[C@H]1O[C@H]1C(=O)[C@@H](C)OCc1ccccc1)OC,?,/,10.3µM*
COc1ccc(OC)c(NC(=O)c2nc3ccccc3s2)c1,-19.7%,0.0%,20.9%
COC(=O)Cc1c(C)nc2nc(NCc3ccc(Br)cc3)[nH]n2c1=O,-5.8%,7.4%,-14.3%
Cc1ccc(CNC(=O)COC(=O)CCC(=O)c2cccs2)cc1,9.4%,5.4%,0.9%
O=C(c1ccc2ccccc2n1)N(CCO)Cc1ccccc1,-18.0%,2.7%,-8.6%
Cc1ccc(S(=O)(=O)c2c(C)nn(C(C)(C)C)c2OC(=O)c2ccco2)cc1,?,4.0%,-23.8%
Cc1ccc(C(C[N+](=O)[O-])Sc2ccc(N)cc2)cc1 (stereo not given),6.51µM*,10.1%,4.11µM*
Cc1ccc(NC(=O)Cn2nnc(C(=O)NCc3ccccc3)c2N)cc1C,-18.2%,2.3%,0.1%
Cc1ccc(-c2csc(NC3OC(=O)c4ccccc43)n2)cc1 (stereo not given),?,5.0%,?
[O-][n+]1onc2c1CCc1c-2nc(-c2ccccc2)n1OCc1ccccc1,-17.7%,6.8%,?
CCCCCC(=O)NC(NC(=S)N1CCOCC1)C(Cl)(Cl)Cl (stereo not given),?,0.1%[56.1 µM],?
CCOc1ccc(C(C(=O)NCCC(C)C)N(CCO)C(=O)c2snc(C(N)=O)c2N)cc1 (stereo not given),-29.1%,1.7%,13.3%

# Three records picked at random from those above, as already listed:
SMILES,TDP1 cell noCPT,TDP1 inh,DT40 TDP1 CPT
CCOP(=O)(OCC)C(NC(=O)Nc1ccc(C)cc1)C(N)=O (stereo not given),-22.8%,2.9%,16.8%
COC(C[C@H]1O[C@H]1C(=O)[C@@H](C)OCc1ccccc1)OC,?,/,10.3µM*
COC(=O)Cc1c(C)nc2nc(NCc3ccc(Br)cc3)[nH]n2c1=O,-5.8%,7.4%,-14.3%

# The listing continues:
SMILES,TDP1 cell noCPT,TDP1 inh,DT40 TDP1 CPT
CC1CN(C(=O)CCC(=O)NCc2ccc(Cl)cc2)c2ccccc2O1 (stereo not given),-23.3%,/,-26.4%
CCC(=O)Nc1nc(OC)cc(OC)n1,-21.4%,2.3%,-1.7%
Brc1ccccc1-c1nnc(COc2cccc3cccnc23)o1,?,7.8%,?
N#C/C(=C\c1ccccc1OCc1ccc(C(=O)O)cc1)c1ccccc1,-2.2%,0.0%,28.3%
CCOC(=O)NC(Nc1ccc(OC)cc1)(C(F)(F)F)C(F)(F)F,2.4%,5.5%,-6.1%
CCC(c1nnnn1C1CCCCC1)N1CCN(C(=O)c2ccco2)CC1 (stereo not given),?,8.7%,-2.9%
CCOCCCNC(=S)N1CCC(C(=O)c2ccc(C)cc2)CC1,?,/,18.4µM*
CC(=O)c1cccc(OCc2cc(C(=O)N3CCSCC3)no2)c1,-2.1%,2.4%,-7.2%
Cc1nc2cc(NCc3cccs3)ccc2n1C,0.0%,-2.6%,-4.7%
Cc1cccc(-n2ccnc2SCC(=O)Nc2ccc(F)cc2F)c1C,20.6µM*,3.3%,16.4µM*
Cc1coc2c(C)c3oc(=O)c(CCC(=O)NCCCN4CCOCC4)c(C)c3cc12,?,/,-2.2%
C=CCn1c(SCC(N)=O)nc2sc3c(c2c1=O)CCC3,-9.4%,/,7.7%
c1cc(CNCCN2CCNCC2)ccn1,-2.6%,/,10.4%
Cc1cc(C)cc(C(=O)NC(CC(N)=O)c2ccc(NCCN3CCOCC3)c([N+](=O)[O-])c2)c1 (stereo not given),-1.0%,/,-4.8%
COc1cccc(OC)c1C(=O)O/N=C(\N)c1ccncc1,-10.7%,0.0%,4.4%
O=C(NC(=S)Nc1ccc([N+](=O)[O-])cc1O)C1CCCCC1,-9.4%,0.0%,-8.9%
COc1ccc2ccccc2c1CN1CCc2nnc(CNC(=O)c3cccc(F)c3)n2CC1,-23.6%,/,11.6%
c1ccc(CSc2ccc(-c3ccccn3)nn2)nc1,?,-2.6%,?
CCN(C(=O)Cn1ccc(C(F)(F)F)n1)c1c(N)n(Cc2ccccc2)c(=O)[nH]c1=O,3.7%,1.4%,17.0%
CCCC(=O)Nc1ccc(C(=O)/C=C/c2ccc(SC)cc2)cc1,18.4µM*,1.0%,13µM*

# A draw from above in order of molar mass, largest number first:
SMILES,TDP1 cell noCPT,TDP1 inh,DT40 TDP1 CPT
CCN(C(=O)Cn1ccc(C(F)(F)F)n1)c1c(N)n(Cc2ccccc2)c(=O)[nH]c1=O,3.7%,1.4%,17.0%
Cc1coc2c(C)c3oc(=O)c(CCC(=O)NCCCN4CCOCC4)c(C)c3cc12,?,/,-2.2%
CCCC(=O)Nc1ccc(C(=O)/C=C/c2ccc(SC)cc2)cc1,18.4µM*,1.0%,13µM*
O=C(NC(=S)Nc1ccc([N+](=O)[O-])cc1O)C1CCCCC1,-9.4%,0.0%,-8.9%
c1ccc(CSc2ccc(-c3ccccn3)nn2)nc1,?,-2.6%,?
c1cc(CNCCN2CCNCC2)ccn1,-2.6%,/,10.4%

# The results go on:
SMILES,TDP1 cell noCPT,TDP1 inh,DT40 TDP1 CPT
O=C(COC(=O)CNC(=O)c1ccccc1)NC1CCCCC1,-3.1%,-1.8%[56.1 µM],-21.2%
CC(=O)N[C@@H](CC(=O)N[C@@H](CCC(=O)O)C(=O)O)C(=O)O,-7.2%,/,-8.3%
COCCn1c(SCC(=O)Nc2cc(Cl)ccc2OC)nc2c(c1=O)SC(C)C2 (stereo not given),20.6µM*,5.2%,?
CC(=O)Nc1ccc2c(CSc3nncs3)cc(=O)oc2c1,-12.7%,/,-24.6%
CCCCC(=O)N(C)c1c(CC)nc2c(OCC(N)=O)cccn12,7.1%,/,6.5%
ClC(Cl)Cl,-2.8%,3.1%,-20.8%
CCC(=O)Nc1ccc(Cl)c(-c2nc3ncccc3o2)c1,4.2%,/,15.2%
COc1ccc(NC(=O)C2C3C=CC(C3)C2C(=O)NCc2ccco2)c(OC)c1 (stereo not given),-13.7%,-1.1%,1.7%
NC(=O)c1cccc(-c2ccnc3c2CC(C(=O)NCc2ccc(F)c(F)c2)O3)c1 (stereo not given),8.2µM*,/,4.61µM*
CCOC(=O)c1ccc(NC(=O)COc2ccc(S(=O)(=O)N3CCCC3)cc2)cc1,?,4.7%,?
CCOC(=O)C1=C(C)N(C)C(=S)NC1c1ccccc1Cl (stereo not given),1.7%,2.5%,-5.9%
O=C(OCC(=O)C12CC3CC(CC(C3)C1)C2)c1cnccn1,-8.1%,1.5%,15.5%
CC(C)(C)c1cc(CN2CCCC(O)C2)c(O)c(C(C)(C)C)c1 (stereo not given),?,2.4%,?
CCNC(=S)NCc1ccco1,12.2%,3.4%,3.2%
Cc1noc(C)c1CCC(=O)O,1.7%,2.5%,3.8%
Clc1ccc(N2CCN(c3ncnc4c3oc3ccccc34)CC2)cc1,14.1µM*,-1.0%,20.6µM*
CCOCCc1nnc(NC(=O)Cc2ccccc2)s1,-1.9%,-1.1%,-15.9%
O=C(Cn1ccc2ccccc2c1=O)NCC(=O)Nc1ccc(F)cc1F,-3.7%,9.8%,0.3%
Cc1ccc(CNCCCSc2ncccn2)cc1,-25.6%,/,-6.7%
CCN(CCNC(=O)CS(=O)(=O)Cc1nc(-c2cccc(OC)c2)oc1C)c1ccccc1,?,6.9%,-15.5%

# Part of the list above, bar-delimited.
SMILES | TDP1 cell noCPT | TDP1 inh | DT40 TDP1 CPT
CCOC(=O)C1=C(C)N(C)C(=S)NC1c1ccccc1Cl (stereo not given) | 1.7% | 2.5% | -5.9%
O=C(OCC(=O)C12CC3CC(CC(C3)C1)C2)c1cnccn1 | -8.1% | 1.5% | 15.5%
CC(C)(C)c1cc(CN2CCCC(O)C2)c(O)c(C(C)(C)C)c1 (stereo not given) | ? | 2.4% | ?
CCNC(=S)NCc1ccco1 | 12.2% | 3.4% | 3.2%
Cc1noc(C)c1CCC(=O)O | 1.7% | 2.5% | 3.8%
Clc1ccc(N2CCN(c3ncnc4c3oc3ccccc34)CC2)cc1 | 14.1µM* | -1.0% | 20.6µM*

# (next part)
SMILES,TDP1 cell noCPT,TDP1 inh,DT40 TDP1 CPT
COc1ccc(NC(=O)CCSc2ccc(F)cc2)cc1,-5.4%,2.7%,?
Cc1ccc(-n2nc(C)c(C(=O)O)n2)c(C)c1,-22.4%,-2.7%,9.9%
Cc1[nH]c2ccc(F)cc2c(=O)c1SC(F)(F)C(F)F,-16.8%,4.9%,-15.7%
CCN1CCN(C(c2cccs2)C(C)NC(=O)c2cccc(OC)c2OC)CC1 (stereo not given),-32.6%,-1.1%,-25.4%
S=C(NCCOCCOCCNC(=S)Nc1ccccc1)Nc1ccccc1,1.9%,6.2%,-0.5%
S=c1[nH]nc(CSCc2ccc(Cl)cc2Cl)n1-c1ccccc1,15.8µM*,0.0%,?
Cc1c(OC(C(=O)O)c2ccccc2)ccc2c1oc(=O)c1ccccc12 (stereo not given),-1.0%,4.2%,-8.5%
COc1cc(OC)cc(C(=O)O/N=C(\N)c2cccc(C)c2)c1,-21.4%,/,-1.9%
CCOC(=O)c1cnn(-c2cccc(Cl)c2)c1N,10.2%,0.5%,-19.2%
COC(=O)N(C)C[C@@H]1OCc2cn(nn2)CCCC(=O)N([C@@H](C)CO)C[C@H]1C,2.4%,/,18.9%
Cn1nnnc1SCC(=O)N1CCc2ccccc2C1,5.2%,4.9%,-4.2%
COc1ccc(NC(=O)c2cnc(Nc3ccc(C)c(Cl)c3)c3ccccc23)c(OC)c1,-34.0%,0.0%,-17.4%
O=C1SCCc2c1n(Cc1ccccc1)c1ccccc21,?,/,?
CCOC(=O)c1cnc(SCC(=O)Nc2nnc(CC)s2)nc1N,-1.7%,2.0%,-23.7%
O=C(Nc1ccc(F)cc1)/C(Cl)=C/c1ccccc1,?,2.5%,-1.6%
COc1ccc(-c2nc3scc(CCNS(=O)(=O)c4ccc5c(c4)OCCO5)n3n2)cc1OC,20.6µM*,5.2%,?
COc1ccc2c(c1OC)C(=O)N(c1ccc(O)cc1)C2,?,/,-0.7%
CO/C([O-])=N/c1c[n+](-c2ccc(C)cc2)no1,?,9.3%,?
CCn1cnc2sc(C(=O)Oc3ccc(Br)cc3)c(C)c2c1=O,?,-4.9%,-12.9%
Cc1ncc(CO)c2c1Oc1nc(-c3ccc(F)cc3)nc(SCC(=O)N3CCCCC3)c1C2,9.2µM*,0.0%,16.4µM*
COc1ccc(CN(C)C(=O)Cc2ccc(OC)c(S(=O)(=O)N3CCOCC3)c2)cc1,-24.2%,8.2%,-8.0%
Cc1ccc(NCc2nnc3n2CCCCC3)cc1,0.7%,9.6%,-16.1%
CCCCCn1c(=O)[nH]c2cc(C(=O)NCCCN3CCCCC3CC)ccc2c1=O (stereo not given),?,-1.4%,?
CNc1ncnc2c1cnn2C1CCCCO1 (stereo not given),-9.1%,/,-1.2%
